Source: PubChem
STAT3 inh: inhibitors of IL-6 induced STAT3 signaling. U3A cells, IL-6 STAT3-luciferase reporter, luminescence; host cell line lacks STAT1. inhibition, % at 5.5 µM. AID 862. 0.89% of 190,000 active;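 active means inhibition above the mean inhibition across all screened compounds plus 3 SD, cut at about 44% in these data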;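 further: 0% = DMSO only wells and 100% = 100 µM nifuroxazide control wells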
FLuc inh counter: inhibits firefly luciferase, flagging false hits in luciferase inhibition screens; 1.5% of 200,000 active; inhibition, % at 10 µM; ATPLite firefly luciferase biochemical luminescence, 10 min; P08659;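 active means inhibition above about 50% when tested at 10 µM, limit read from the data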
Target sequence (P08659 whole entry, looked up): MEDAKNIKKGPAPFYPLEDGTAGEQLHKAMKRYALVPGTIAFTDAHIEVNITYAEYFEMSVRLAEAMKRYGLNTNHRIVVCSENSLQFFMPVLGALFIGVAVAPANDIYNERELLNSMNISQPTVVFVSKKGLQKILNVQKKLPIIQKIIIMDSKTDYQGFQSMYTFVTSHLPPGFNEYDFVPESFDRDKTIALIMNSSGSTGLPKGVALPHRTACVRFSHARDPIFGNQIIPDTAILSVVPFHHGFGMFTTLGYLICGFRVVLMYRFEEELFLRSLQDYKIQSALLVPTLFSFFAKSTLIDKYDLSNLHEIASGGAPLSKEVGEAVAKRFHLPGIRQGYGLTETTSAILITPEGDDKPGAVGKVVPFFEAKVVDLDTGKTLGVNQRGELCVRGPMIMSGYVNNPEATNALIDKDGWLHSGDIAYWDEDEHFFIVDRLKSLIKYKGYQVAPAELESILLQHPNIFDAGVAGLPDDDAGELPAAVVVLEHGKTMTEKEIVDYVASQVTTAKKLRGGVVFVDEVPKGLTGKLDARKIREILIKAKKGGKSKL
STAT1 activator: increases IFN-gamma driven STAT1 reporter signal. activation (% of control), % at 5.5 µM. 2.6% of 200,000 active. NIH 3T3 STAT1-luciferase reporter, luminescence; 100% = IFN-gamma alone, no compound;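 active means activation above the screen-wide mean activation plus 3 SD, cut at about 130% in these data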;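 further: raw ratio to IFN-gamma control signal so 100% means no change and 0% no light; values of inactives mirror those of a sister screen read the other way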
Hsp70 activator: Hsp70 transcriptional activation, primary screen; HeLa Hsp70 promoter luciferase reporter, luminescence; scaled: vehicle 0, proteasome-inhibitor control 100%; activation, % at 10 µM; 0.04% of 200,000 active; AID 1203;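 active means activation above the mean across all tested compounds plus 3 SD, cutoff set per campaign, cut at about 5.5% in these data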;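 further: 100% = MG132 at 30 µM as the positive control and 0% = DMSO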
NF-kB expr up: compounds increasing NF-kB expression in human neuronal cells; NF-kB reporter expression; active compounds read high; fold change at 12.5 µM; 1.6% of 190,000 active; AID 1239; in the data active means fold change above about 3.3
STAT1 blocker: reduces IFN-gamma driven STAT1 reporter signal; NIH 3T3 STAT1-luciferase reporter, luminescence; inhibition, % at 5.5 µM; 0.35% of 200,000 active; AID 920;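 active means inhibition above a set limit, the mean inhibition across all tested compounds plus 3 SD, cut at about 34% in these data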;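 further: 0% = IFN-gamma with DMSO and 100% = IFN-gamma with 300 µM nifuroxazide; values of inactives mirror those of a sister screen read the other way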
STAT3 activator: STAT3 signaling activation | AID 871 | activation (% of control), % at 5.6 µM | U3A cells, IL-6 STAT3-luciferase reporter, luminescence; 100% = signal with IL-6 EC80 alone | 0.91% of 190,000 active;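 active means activation above the screen-wide mean of compound activation plus 3 SD, cut at about 130% in these data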;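 further: 0% = background luminescence of wells with medium and substrate only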
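Material: STAT3-luciferase reporter U3A cells. Controls: IL-6-treated wells, 100% activation. Read-out: % activation versus median of IL-6-stimulated wells. Probe or stimulus: IL-6 stimulus at 33 ng/mL final. Timing: compound 1 h, then IL-6 6 h at 37 °C. Signal: reporter luminescence signal.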
APP 5'UTR act: activates APP 5'UTR luciferase reporter; SH-SY5Y APP 5'UTR luciferase reporter, luminescence; zero percent = DMSO vehicle wells; activation, % at 2 µM; 1% of 190,000 active; AID 1276;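 active means activation above a set limit, based on mean plus 3 SD of controls, cut at about 140% in these data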; further: values of inactives mirror those of a sister screen read the other way
APP 5UTR inh: APP translation inhibition; SH-SY5Y APP 5'UTR-luciferase reporter, luminescence; inhibition, % at 2 µM; 0.82% of 190,000 active; AID 1285;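 active means inhibition above a set limit, derived from the sample mean plus 3 SD, cut at about 45% in these data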; further: values of inactives mirror those of a sister screen read the other way
RAM network inh: inhibitors of the yeast RAM network; S. cerevisiae dse1pr::URA3 reporter, 5-FOA growth OD615, 2 d; analog-sensitive cbk1-as2 kinase mutant strain; inhibition, % at 50 µM; 1.8% of 190,000 active;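 active means inhibition above a set limit, 3 SD over mean compound inhibition, cut at about 8.4% in these data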;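 further: 0% = DMSO-only wells with no growth and 100% = 10 µM 1-NA-PP1 full growth; inhibition rescues growth on 5-FOA so higher OD means more RAM inhibition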
Numbers without * were called inactive; nt = not tested or not shown.

Every second line gives: STAT3 inh	FLuc inh counter	STAT1 activator	Hsp70 activator	NF-kB expr up	STAT1 blocker	STAT3 activator	APP 5'UTR act	APP 5UTR inh	RAM network inh
- COc1ccc(Br)cc1C(=O)Nc1ccc(N2CCN(S(C)(=O)=O)CC2)cc1
    18	-5	90	-0.3	1.6	6	86	17	-17	4.4
- O=C(NCc1nc2ccccc2[nH]1)C1=C[C@@H](C2CC2)C[C@@H](OCc2ccc(CO)cc2)O1
    nt	3	98	0.1	1.1	4	nt	-14	14	0.1
- O=C(NCC1CCCO1)Nc1cc(Cl)cc(Cl)c1 (configuration not stated)
    2	-5	95	-0.1	1	4	105	23	-23	2.8
- O=C(NCCOc1ccccc1F)Nc1ccc(Br)cc1
    5	-6	117	-0.1	1.3	-21	101	35	-35	2.8
- Cc1cccc2cc(=O)[nH]c(C)c12
    19	-8	96	-0.1	0.93	4	88	-4	4	0.1
- COc1ccccc1NC(=O)N(Cc1ccc2c(c1)OCO2)Cc1nc2ccccc2c(=O)[nH]1
    6	-7	100	-0.1	0.55	0	100	-2	2	7.5
- O=C(Cn1c(=O)oc2ccccc21)NCc1ccco1
    -5	-7	96	-0.2	1.2	4	107	-1	1	1.0
- CCOC(=O)C1(CCCc2ccccc2)CCN(C(=O)C2CCCO2)CC1 (configuration not stated)
    20	-4	93	0.1	1	7	87	9	-9	0.7
- CNC(=S)N/N=C(\C)c1ccc(C)c(C)c1
    12	-1	99	-0.3	1.3	1	92	20	-20	-0.5
- Cc1ccc(SCc2nc(-c3cccnc3)no2)cc1
    18	5	89	0.4	1.3	12	87	-1	1	1.5
- Cc1c(NC(=S)N2CCN(c3cccc(Cl)c3)CC2)c(=O)n(-c2ccccc2)n1C
    19	-2	97	-0.2	0.96	1	88	10	-10	0.0
- Cc1ccc(S(=O)(=O)N(C(=O)c2ccncc2)c2ccc(OC(=O)c3ccncc3)cc2)cc1
    -3	-6	95	-0.2	1.2	6	101	15	-15	0.2
- CC(C)CC(NC(=O)C1CCC(C)CC1)C(=O)NCc1ccco1 (configuration not stated)
    12	0	99	-0.1	1.1	0	100	5	-5	0.9
- CCCn1c(N)cc(=O)n(C)c1=O
    8	-3	95	-0.1	1.3	5	98	-8	8	0.8
- CCOC(=O)Cc1csc(NC(=O)Cc2ccccc2)n1
    6	1	96	-0.2	1.2	3	96	18	-18	1.9
- O=c1cc(O)nc(SCc2ccccc2)n1-c1ccc(F)cc1
    2	-4	100	0.3	1.4	-1	107	14	-14	2.7
- Cc1nnc(NC(=O)c2sc3nc(-c4cccs4)cc(C(F)(F)F)c3c2N)s1
    9	-6	94	-0.1	0.46	6	96	3	-4	2.8
- Cc1cc(NC(=O)c2ccc3c(c2)OCCO3)ccc1NC(=O)c1ccco1
    8	82*	105	0.2	1.5	-8	97	14	-14	-1.0
- CC(=O)n1cc([C@@H]2C=C(C(=O)N3CCOCC3)O[C@H](OCc3ccc(CO)cc3)C2)c2ccccc21
    nt	-9	95	-0.1	0.73	7	nt	-1	1	-1.0
- CC(=O)c1c(C)[nH]c(C(=O)N2CCN(C(=O)c3ccco3)CC2)c1C
    9	-6	102	1.0	1.3	-2	95	0	0	0.4
- CCCC(C)NC(=O)c1cc(C(=O)OC)cc([N+](=O)[O-])c1 (configuration not stated)
    5	-6	98	0.1	1.2	2	99	-5	5	2.4
- CCCCCCNC(=O)c1cccc(-c2ccc(C)c3ccccc23)n1
    -4	0	94	0.0	0.98	7	101	-2	2	3.3
- O=c1c2sccc2nc(SCc2ccc([N+](=O)[O-])cc2)n1Cc1ccccn1
    7	-8	90	-0.4	0.98	11	97	0	0	4.7
- COc1ccc(CC(=O)Nc2cccc(-c3nnc(-c4cccc(C)c4)o3)c2)cc1OC
    44*	0	92	-0.3	0.48	7	68	68	-35	3.7
- Cc1cc(C)cc(NC(=O)N2CCCC2C(=O)Nc2ccc(-n3cnnn3)c(C)c2)c1 (configuration not stated)
    5	-4	90	-0.3	0.98	11	99	-14	14	5.0
- C/C(N)=C(/C#N)C(=O)COC(=O)C1Cc2ccccc2CN1S(C)(=O)=O (configuration not stated)
    2	-1	98	0.0	0.97	2	103	1	-1	2.1
- Cc1ccc(C(=O)NCc2nnc(SCC(=O)Nc3sc4c(c3C#N)CCCC4)n2C)cc1
    -1	2	95	0.2	1.3	5	102	3	-3	1.4
- CC(C)c1ccc2occ(-c3nn[nH]n3)c(=O)c2c1
    4	2	85	-0.4	1.1	17	98	-19	19	1.0
- Cc1ccc(C(=O)Nc2cc(Cl)ccc2N2CCCCC2)s1
    6	-1	102	-0.2	1.3	-2	95	-4	4	14*
- CCc1nccn1S(=O)(=O)c1cc(Br)ccc1OC
    0	-5	94	-0.4	1	5	100	-10	10	1.6
- COc1ccc(/C=N/NC(=O)c2c(C)nnn2-c2nonc2N)cc1OC
    24	-8	102	-0.2	0.84	-5	83	4	-4	1.0
- C=CCc1cccc2cc(C(=O)N3CCN(C(=O)c4ccco4)CC3)c(=O)oc12
    5	-9	99	-0.1	0.98	1	98	15	-15	0.8
- O=C(NC1CCCC1)c1ccccc1-c1ccccc1
    16	-7	99	-0.4	1.9	1	89	-24	24	-0.8
- OC(CNCCc1ccc(Cl)cc1)COc1ccc2ccccc2c1 (configuration not stated)
    11	-3	100	-0.2	1.1	-2	94	4	-4	-0.7
- Cc1ccc(-c2nc(CS(=O)CC(=O)NCc3ccccc3)c(C)o2)cc1 (configuration not stated)
    7	-2	96	-0.2	0.83	5	101	8	-8	3.4
- C#Cc1ccc(C(=O)Nc2ccc(N3CCC(C)CC3)c(C(N)=O)c2)cc1
    2	-5	99	0.1	1	1	100	15	-15	4.5
- Cc1cccc(N2CCN(Cc3cnc(Cl)s3)CC2C)c1 (configuration not stated)
    0	-6	101	-0.1	0.9	-1	101	1	-1	0.9
- CCOCCc1nnc(NC(=O)Cc2c(F)cccc2Cl)s1
    5	-10	87	0.4	1.2	14	98	-21	21	6.6
- CCOc1ccc(N(CC(=O)NCC2CCCO2)S(=O)(=O)c2ccc(Cl)cc2)cc1 (configuration not stated)
    3	-5	92	0.0	0.86	9	103	-14	14	7.9
- O=C(Nc1ncn[nH]1)c1ccc(Cl)c(S(=O)(=O)Nc2ccc(Cl)cc2)c1
    -4	-2	103	-0.4	1.1	-4	106	8	-8	0.0
- Cc1c(NC(=O)c2noc3c2CCc2ccccc2-3)c(=O)n(-c2ccccc2)n1C
    11	nt	104	-0.1	nt	-4	95	7	-7	nt
- COc1ccc(C(=O)C2CCCN(C(=O)COc3ccc(C(C)=O)cc3)C2)cc1F (configuration not stated)
    5	4	95	-0.1	0.95	3	99	-10	10	0.9
- C#CCSc1nnc(-c2ccc(OC)cc2)o1
    14	37	134*	-0.3	3	-38	89	35	-35	-0.5
- CC(C)C(=O)NNc1nc2ccccc2s1
    17	7	132*	0.1	2	-35	88	28	-28	1.6
- CC(C)(C)c1ccc(C(=O)Nc2ccc(Cl)cc2)cc1
    2	26	130*	-0.1	1.6	-33	94	126	-126	4.3
- COc1cccc(N2CCN(C(=O)c3c(C)nn(-c4ccccc4)c3C)CC2)c1
    9	-4	89	-0.2	1.1	14	97	11	-11	0.5
- Fc1cccc(CN2CCN(c3nc4nonc4nc3NC3CC3)CC2)c1
    0	-5	99	-0.3	0.91	1	105	-3	4	1.5
- CON(C)c1nc(OCCNC(=O)OCc2ccc(Cl)cc2Cl)nc(N(C)C)n1
    10	-3	102	-0.3	0.96	-2	93	10	-10	0.8
- CC(=O)N1CCN(c2ccc(C(N)=O)cc2[N+](=O)[O-])CC1
    8	-9	93	-0.4	1	8	97	3	-3	1.2
- O=C(CCl)Nc1cccc2ncccc12
    3	-19	86	-0.4	1.1	16	97	2	-2	-0.1
- COCCCn1c(=O)/c(=C\c2ccccc2OC(F)F)s/c1=C(/C#N)C(=O)NC(C)C
    8	-1	93	-0.3	0.89	7	90	8	-8	3.3
- CCn1c(SCC(=O)NCc2ccccc2)nnc1-c1cccnc1
    13	-5	95	-0.3	1.3	5	97	17	-17	0.1
- Cc1cccc(/N=C2/NC(=O)C(Cc3ccccc3)S2)n1 (configuration not stated)
    9	-4	108	-0.1	1.1	-10	95	-1	1	1.1
- COc1cc(C)ccc1OCCOCCOc1ccc(C)cc1[N+](=O)[O-]
    14	-7	97	-0.3	1.9	4	91	0	0	1.0
- NCCc1nnc(SCC(N)=O)o1
    5	-1	95	-0.3	1.1	6	100	3	-3	1.6
- O=S(=O)(c1cccc2cccnc12)N1CCc2ccccc21
    6	-2	97	-0.1	0.91	4	97	4	-4	1.1
- CS(=O)(=O)N1N=C(c2ccccc2)CC1c1ccc2c(c1)OCO2 (configuration not stated)
    -14	3	137*	0.8	2	-41	122	0	0	-0.1
- COc1ccc(-n2nc(C(N)=O)c(O)cc2=O)cc1
    10	-4	105	-0.2	1.2	-5	99	4	-4	2.0
- CC(=O)Nc1nnc(Cc2ccccc2)s1
    4	-4	103	-0.7	1.1	-3	102	7	-7	2.6
- Cc1cccc(N=C(N2CCOCC2)P(=O)(N2CCOCC2)N2CCOCC2)c1
    1	-8	97	-0.2	1	3	101	2	-2	1.5

Ordered by SMILES length (smallest number first): part of the list above
Every second line gives: STAT3 inh	FLuc inh counter	STAT1 activator	Hsp70 activator	NF-kB expr up	STAT1 blocker	STAT3 activator	APP 5'UTR act	APP 5UTR inh	RAM network inh
- C#CCSc1nnc(-c2ccc(OC)cc2)o1
    14	37	134*	-0.3	3	-38	89	35	-35	-0.5
- COc1ccc(-n2nc(C(N)=O)c(O)cc2=O)cc1
    10	-4	105	-0.2	1.2	-5	99	4	-4	2.0
- COc1ccc(C(=O)C2CCCN(C(=O)COc3ccc(C(C)=O)cc3)C2)cc1F (configuration not stated)
    5	4	95	-0.1	0.95	3	99	-10	10	0.9

The list goes on.
Every second line gives: STAT3 inh	FLuc inh counter	STAT1 activator	Hsp70 activator	NF-kB expr up	STAT1 blocker	STAT3 activator	APP 5'UTR act	APP 5UTR inh	RAM network inh
- COc1ccccc1NC(=O)Nc1ccc(N2CCOCC2)cc1
    -7	48	122	0.1	2.1	-23	106	49	-49	1.3
- COc1ccc(OC)c(NC(=O)C2C3CCC(O3)C2C(=O)O)c1 (configuration not stated)
    6	-3	95	-0.3	1	5	99	-6	6	1.5
- CCOc1ccccc1NC(=O)C1CCN(C(=O)Cc2ccccc2)CC1
    19	-9	104	-0.1	0.94	-5	88	0	0	1.4
- O=C(COC(=O)/C=C/c1ccc(Cl)cc1Cl)Nc1ccc2c(c1)OCCO2
    8	-1	103	-0.2	1	-4	100	13	-13	5.7
- Clc1ccc(COc2ccccn2)c(Cl)c1
    5	-11	92	-0.2	1	8	97	-14	14	3.6
- O=c1[nH]c2ccccc2nc1-c1cccs1
    5	11	127	0.5	1.7	-29	105	29	-29	3.4
- CN(CC(=O)Nc1ccccc1-c1ccccc1)Cc1ccccc1Cl
    -1	-5	98	-0.2	0.98	0	102	13	-13	4.4
- Brc1ccc(OCc2ccccc2)c(CNCc2ccncc2)c1
    26	3	96	0.1	0.39	5	87	7	-7	1.7
- O=C(OCc1nc2ccccc2s1)[C@@H]1CCCN1S(=O)(=O)c1ccccc1F
    -24	0	101	-0.3	0.92	-1	126	19	-19	2.1
- Cc1ccc(NC(=O)CC2SCCNC2=O)cc1Cl (configuration not stated)
    0	13	110	0.1	1.4	-12	106	72	-38	-1.2

Rows were taken by chance; any-hit rate near 7.7%.
